# Source: PubChem BioAssay (National Center for Advancing Translational Sciences (NCATS))
# Tau fluor cs: counter-screen for tau fibril formation inhibitors | tau K18 P301L Alexa594 fluorescence, heparin fibrillization | Potency, µM (doses to about 57.7 µM), inactives show at the highest dose activity change, negative = decrease | 0.93% of 280,000 active; note: % is set by controls: 0 for no effect and ±100 for the full control effect; nearly all actives have a fitted effect of over 55% in size
#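 Human tau K18 P301L (15 uM unlabeled, 0.24 uM Alexa 594-labeled) in 100 mM sodium acetate pH 7 with 20 uM heparin, 6 hr at 37 C. ThT 30 uM added, 1 hr ambient; Alexa 594 FP and total fluorescence read at 555/632 nm.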
# Tau fibril ThT: tau fibrillization inhibition (ThT binding) | 2.1% of 270,000 active | P10636 | Potency, µM (top dose mostly 57.4 µM), for the others: at the highest dose activity, negative = inhibition, hits mostly inhibitors | recombinant tau K18 P301L (four-repeat tau fragment), heparin-induced fibrillization, ThT fluorescence | AID 1460; note: % is set by controls: 0 for no effect and ±100 for the full control effect; nearly all actives have a fitted effect of over 55% in size
# Target sequence (P10636 561-689 P618L limits assumed): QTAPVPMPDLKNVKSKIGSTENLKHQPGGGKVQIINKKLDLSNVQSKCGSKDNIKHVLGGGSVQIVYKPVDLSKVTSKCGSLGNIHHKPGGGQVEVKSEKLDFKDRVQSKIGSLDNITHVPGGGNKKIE
#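 K18 P301L tau (15 uM + 0.24 uM Alexa 594-tagged), heparin 20 uM, NaOAc pH 7, 6 h 37 C; ThT 30 uM, 1 h RT, ex 450/em 510 nm.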
# RECQ1 helicase: blocks DNA unwinding by human RECQ1 | 0.54% of 240,000 active | Potency, µM (doses to about 57.3 µM), for the others: at the top dose activity, negative = inhibition, most hits filed as inhibitors | AID 2549 | RECQ1 DNA unwinding, red fluorescence kinetic read;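 note: plate controls were vehicle for no effect and no enzyme for full effect; nearly all actives have a fitted effect of over 30% in size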
#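 50 nM RECQ1T1 preincubated 15 min with compound in Tris pH 8.0 buffer with MgCl2, DTT, Tween-20 and 2.5 ug/ml poly(dI-dC); started with 200 nM TAMRA/BHQ-2 forked duplex and 2 mM ATP. Unwinding read as fluorescence (525/598 nm), two reads 2 h apart.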
# TRb SRC2 PPI: inhibitors of human thyroid hormone receptor beta-SRC2 interaction; AID 1469; 0.065% of 280,000 active; TRbeta-SRC2 peptide binding, fluorescence polarization; receptor liganded with 1 µM T3; P10828; Potency, µM (series often up to 106 µM), without a hit: at the top dose activity change, negative = inhibition, most hits filed as inhibitors;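 note: plate controls were bound peptide for no effect and peptide without receptor for full effect; nearly all actives have a fitted effect of over 50% in size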
#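 Decrease in fluorescence polarization of 20 nM Texas Red SRC2 coactivator peptide flagged inhibition of its binding to 0.6 uM TRb LBD; 1 uM T3 included, incubation 5 hr, ex 555/em 632 nm.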
# Tau fibril FP: blocks human tau fibril formation measured by polarization | AID 1468 | K18 P301L tau heparin fibrillization, Alexa594 FP, 6 h | Potency, µM (doses to about 57.7 µM), inactives show at the top dose activity, negative = inhibition, usual class: inhibitors | 0.39% of 280,000 active; note: % is set by controls: 0 for no effect and ±100 for the full control effect; nearly all actives have a fitted effect of over 55% in size
#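 K18 P301L tau (15 uM unlabeled/0.24 uM Alexa 594-labeled, final) + compound + heparin 20 uM final; 100 mM NaOAc pH 7; 6 hr 37 C; ThT 30 uM final added, 1 hr RT; FP ex 555/em 632 nm.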
# TR SRC2 fluor cs: alters Texas Red total fluorescence, flagging assay interference; TRb/SRC2 Texas Red total fluorescence interference; Potency, µM (titrated, usually from 106 µM), without a hit: at the highest dose fluorescence change, negative = quenching; 0.29% of 280,000 active; active = well fitted curve in either direction with a large enough effect; inconclusive = small, poorly fitted or top-dose-only effect; note: % is set by controls: 0 for no effect and ±100 for the full control effect
#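 Flags fluorescent or light-absorbing compounds by total fluorescence, S + 2P, at 555 nm excitation and 632 nm emission. Mixture: 20 nM Texas Red SRC2 peptide, 0.6 uM human TRb LBD, 1 uM T3, 5% DMSO; compound exposure 5 h at ambient temperature.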
# HTT ATP protect: Huntington cell model cytoprotection by ATP luminescence. 0.14% of 230,000 active. PC12 HTT-Q103 induced, cytoprotection, ATP luminescence, 40 h. Potency, µM (series often up to 56.4 µM), for inactives: cytoprotection (ATP increase), most hits filed as activators. AID 1471;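 note: % of control where 0% means no effect; nearly all actives have a fitted effect of over 45% in size; toxic huntingtin expression switched on by the ecdysone agonist tebufenozide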
#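 PC12 cells with ecdysone-inducible HTT exon 1 Q103-GFP, induced with 100 nM tebufenozide and co-treated with library compounds in a dose series (1536-well, 1500 cells/well). Cytoprotection read as ATP content by ATPlite luminescence.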
# L3MBTL1 block: L3MBTL1 (human) inhibition; Q9Y468; AlphaScreen L3MBTL1–H3K9me1 peptide binding; AID 485360; 0.66% of 230,000 active; Potency, µM (doses to about 57.1 µM), for inactives: at the highest dose activity, negative = inhibition, hits mostly inhibitors; note: % is set by controls: 0 for no effect and ±100 for the full control effect; nearly all actives have a fitted effect of over 60% in size
# Target sequence (Q9Y468 whole entry, looked up): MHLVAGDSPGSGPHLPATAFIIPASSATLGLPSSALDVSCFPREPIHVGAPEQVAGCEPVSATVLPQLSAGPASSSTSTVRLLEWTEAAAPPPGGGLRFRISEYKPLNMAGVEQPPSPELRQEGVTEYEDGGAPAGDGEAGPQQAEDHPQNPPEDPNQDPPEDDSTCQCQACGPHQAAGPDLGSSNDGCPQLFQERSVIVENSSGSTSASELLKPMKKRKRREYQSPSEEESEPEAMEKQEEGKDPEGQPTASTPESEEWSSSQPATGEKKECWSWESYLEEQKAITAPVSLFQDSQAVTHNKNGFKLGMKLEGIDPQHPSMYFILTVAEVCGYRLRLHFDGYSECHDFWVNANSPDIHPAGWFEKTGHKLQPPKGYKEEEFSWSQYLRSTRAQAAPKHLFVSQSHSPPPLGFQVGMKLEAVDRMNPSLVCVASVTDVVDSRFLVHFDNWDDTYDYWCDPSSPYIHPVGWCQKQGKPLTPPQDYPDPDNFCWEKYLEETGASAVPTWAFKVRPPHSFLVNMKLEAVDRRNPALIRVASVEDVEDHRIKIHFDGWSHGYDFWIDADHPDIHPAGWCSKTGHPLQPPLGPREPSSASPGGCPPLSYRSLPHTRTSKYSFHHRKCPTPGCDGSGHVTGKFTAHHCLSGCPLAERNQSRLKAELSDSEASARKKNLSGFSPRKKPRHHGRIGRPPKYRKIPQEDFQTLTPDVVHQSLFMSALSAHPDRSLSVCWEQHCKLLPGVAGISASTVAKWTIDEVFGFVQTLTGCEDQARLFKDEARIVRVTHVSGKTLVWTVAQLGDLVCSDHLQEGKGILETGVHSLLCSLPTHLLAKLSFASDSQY
#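 Displacement of a biotinylated histone H3(1-15) peptide monomethylated at Lys9 (75 nM) from L3MBTL1 (50 nM) was measured by AlphaScreen after a 30 min room-temperature compound incubation; cefsulodin titration served as intraplate control.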
# * hit, by the source's call; i = inactive; ? = inconclusive; . = no result given; & = joins results of further samples; [ ] = dose if it differs, or a comment. Unless noted, calls come from the whole dose curve; as a rule, active = well fitted curve in the direction sought with a large enough effect; inconclusive = small, poorly fitted or top-dose-only effect, or another doubt; inactive = no such curve, though single readings can be large; an effect the other way counts as inactive or inconclusive. Potency is the fitted concentration of half-maximal effect.
# Every second line gives: Tau fluor cs	Tau fibril ThT	RECQ1 helicase	TRb SRC2 PPI	Tau fibril FP	TR SRC2 fluor cs	HTT ATP protect	L3MBTL1 block
- Cc1cccc(OCC(=O)NC(Cc2c[nH]c3ccccc23)C(=O)O)c1C (configuration not stated)
  -9.2%&-8.7%	?	-0.9%	2.2%&-4.5%	1.5%&-4.5%	0.5%&-1.3%	15.4%	.
- CNC(=O)c1ccc(-c2cc(C(F)(F)F)nn2C)s1
  -8.4%	-14.1%	-8.5%	-5.0%	-5.6%	-4.6%	-11.8%[10 µM]	-7.6%
- CN(C)S(=O)(=O)c1cccc(C(=O)OCC(=O)NC2CCCc3ccccc32)c1 (configuration not stated)
  -9.3%	-9.7%	-1.7%	-3.1%	-11.7%	3.6%	16.7%[10 µM]	0.0%
- O=C(CSc1ccc2nnc(-c3cccnc3)n2n1)N1CCOCC1
  -9.6%	-5.7%	1.2%	-3.7%	8.2%	-2.3%	-21.5%	.
- COC(=O)[C@@]1(Cc2ccccc2-c2ccco2)C=C[C@H](C)[C@@H](c2ccccc2)N1C(=O)C(F)(F)F
  -7.2%	-13.5%	-8.8%	2.1%	-4.9%	-4.3%	10µM*	.
- Cc1ccc(C(=O)Oc2c(S(=O)(=O)c3ccccc3)c(C)nn2-c2ccccc2)cc1
  -10.7%	?	.	-11.8%	-4.1%	-2.2%	.	.
- COCc1cc(C)nc(SCC(=O)c2ccc(O)c(O)c2)c1C#N
  ?	?	25.1µM*	5.0%	1.8%	-0.7%	-24.1%[10 µM]	-3.5%
- O=C(N/N=C/c1ccccc1O)C1SCCCS1
  2.9%	6.2%	-4.4%	1.2%	-5.7%	-0.3%	-50.8%[inhibitor]	-24.9%
- CCNc1c(N)c(=O)oc2ccccc12
  2.5%	?	-14.1%	-3.3%	-7.0%	-0.8%	-21.6%	-4.4%
- CCOC(=O)c1[nH]c(C)c(CCC(=O)Nc2c(C)cc(C)cc2C)c1C
  7.1%	1.3%	.	1.0%	-3.6%	-2.5%	.	.
- CCCCCC[N+](C)(C)CCSSCC[N+](C)(C)CCCCCC
  -23.1%	7.08µM*	1.7%	-19.6%	?	-1.7%	10.4%[10 µM]	-13.3%
- CCN(CC)S(=O)(=O)c1ccc2c(c1)nc(CN(C)C(=O)c1cccc(Cl)c1)n2C
  -0.5%	-2.0%	.	6.3%	15.6%	0.3%	.	.
- COCCCNC(=O)Cn1nnc(-c2ccc(NC(=O)c3ccc(F)cc3)cc2)n1
  -7.9%	-18.5%	0.8%	6.2%	-4.5%	-0.2%	6.0%	.
- COc1ccccc1NS(=O)(=O)c1cc(NC(=O)c2sccc2C)ccc1N1CCOCC1
  -29.9%	-1.2%	-11.5%	-1.5%	-4.7%	-0.4%	17.8%[10 µM]	.
- COC(=O)c1ccc(CSc2nc3ccccc3c(=O)n2-c2ccccc2)o1
  -20.0%	?	-9.4%	4.7%	-4.9%	-0.6%	10.6%	.
- OC1CCC2Cc3ccccc3N=C12 (configuration not stated)
  -4.4%	-16.7%	?	0.4%	-10.5%	0.4%	-15.4%[1.9 µM]	.
- COC(=O)c1cc(Cl)c(NC(=O)c2cc3ccccc3o2)cc1OC
  -0.4%	-10.8%	i	-2.6%	-6.8%	-6.6%	-26.8%	44.9%[activator]
- NNC(=O)c1[nH]c2ccc(Br)cc2c1-c1ccccc1
  ?	-7.9%	-1.6%	1.7%	-0.5%	-5.7%	-84.8%[inhibitor][10 µM]	-18.7%
- CNC(=O)CN1C(=O)CSc2ncccc21
  -3.7%	2.4%	-2.6%	-18.6%	-4.4%	4.5%	-6.5%	.
- CCOc1ccc(NC(=O)C2CCC(CNc3c(N4CCCCC4)c(=O)c3=O)CC2)cc1 (configuration not stated)
  -2.6%	.	i	1.3%	2.9%	-2.8%	13.1%[10 µM]	.
- O=c1c2sc3ccccc3c2n(Cc2cccc(C(F)(F)F)c2)c(=O)n1-c1ccccc1
  -12.5%	-6.7%	.	2.8%	-17.2%	-5.5%	.	.
- CCC(C)c1ccc(NC(=S)NCc2ccccn2)cc1 (configuration not stated)
  -17.7%	-9.6%	i	-4.6%	1.1%	-7.3%	?	-5.3%[11.4 µM]
- CCOc1ccc(C(=O)Nc2ccccc2C(=O)OCc2cc(=O)n3nc(C4CC4)sc3n2)cc1
  1.4%	2.7%	.	8.0%	6.9%	-1.2%	.	.
- O=C(CCNS(=O)(=O)c1ccc(Br)s1)NCc1ccc(F)cc1
  -13.8%	-0.7%	-1.4%	-9.4%	-2.7%	1.4%	-23.2%	.
- COc1cc([C@@H]2c3cc4c(cc3[C@@H](O)[C@H]3COC(=O)[C@H]23)OCO4)cc(OC)c1O[Si](C)(C)C(C)(C)C
  -28.6%	-8.6%	i	3.2%	?	-1.7%	13.6%[10 µM]	.
- CC(C)C(NS(=O)(=O)c1cccc2nsnc12)C(=O)NCc1ccco1 (configuration not stated)
  .	.	-2.8%	-2.9%	.	-0.6%	-6.2%[10 µM]	.
- O=C(NCCCCCCNC(=O)OCCO)OCCO
  -0.7%	-19.7%	i	-2.5%	1.2%	0.3%	-23.3%	.
- CCOC(=O)C(NC(=O)CCC(=O)Nc1ccc(S(N)(=O)=O)cc1)C(O)c1ccccc1 (configuration not stated)
  -15.7%	-9.8%	24.3%	1.9%	9.2%	0.9%	14.0%	-9.1%
- Cc1cc2ccccn2c1C(=O)c1cc([N+](=O)[O-])cc([N+](=O)[O-])c1
  -18.7%	-11.2%	-2.1%	1.5%	9.7%	-4.5%	22.8%	?
- Cc1ccc(-n2nc(C)c(/C=N/n3c(C)n[nH]c3=S)c2Cl)cc1
  -5.5%	?	2.8%	3.7%	-2.9%	-1.8%	?	.

# Filtered by structure: those above with bromine
# Every second line gives: Tau fluor cs	Tau fibril ThT	RECQ1 helicase	TRb SRC2 PPI	Tau fibril FP	TR SRC2 fluor cs	HTT ATP protect	L3MBTL1 block
- NNC(=O)c1[nH]c2ccc(Br)cc2c1-c1ccccc1
  ?	-7.9%	-1.6%	1.7%	-0.5%	-5.7%	-84.8%[inhibitor][10 µM]	-18.7%
- O=C(CCNS(=O)(=O)c1ccc(Br)s1)NCc1ccc(F)cc1
  -13.8%	-0.7%	-1.4%	-9.4%	-2.7%	1.4%	-23.2%	.

# (continued)
# Every second line gives: Tau fluor cs	Tau fibril ThT	RECQ1 helicase	TRb SRC2 PPI	Tau fibril FP	TR SRC2 fluor cs	HTT ATP protect	L3MBTL1 block
- c1ccc(CSc2ccc(-c3cccs3)nn2)nc1
  -6.2%	?	0.4%	2.8%	0.9%	-5.3%	-93.7%[inhibitor]	17.3%
- CCN1CCN(C(=O)c2nn(-c3ccccc3)c(=O)c3ccccc23)CC1
  -6.3%	-2.9%	-2.3%	3.9%	-0.7%	-0.4%	12.9%	.
- COC(=O)c1cc(NC(C)=O)ccc1N1CCOCC1
  -5.9%	-2.4%	15.8%	-3.4%	-5.4%	-3.2%	-12.1%	28.4%
- CC(NS(=O)(=O)c1ccccc1)C(c1cccs1)N1CCN(c2ccccc2)CC1 (configuration not stated)
  ?	-15.7%	-22.1%	-15.5%	7.2%	-1.0%	-13.8%[10 µM]	-10.0%
- O=c1c(C(c2ccc(Cl)cc2)c2c(O)nc3n(c2=O)CCCS3)c(O)nc2n1CCCS2
  -27.6%	11.2µM*	-3.2%	2.8%	?	-1.1%	14.7%[10 µM]	0.6%
- CCN1CCN(C(=O)c2ccc3c(c2)N(Cc2ccccc2)C(=O)c2ccccc2S3=O)CC1 (configuration not stated)
  -18.7%	-15.4%	.	5.9%	-6.2%	?	.	7.2%
- O=C(COC(=O)CCC1CCCC1)NCc1ccc(Cl)cc1
  1.0%	4.7%	-4.7%	3.7%	7.4%	-2.5%	-7.6%	-15.0%
- CCOC(=O)CNc1nc(C(C)(C)C)nc2c1nnn2Cc1ccccc1Cl
  -6.1%	-7.3%	-8.5%	4.7%	7.5%	-5.2%	15.5%[10 µM]	2.9%
- Cc1ccc(C2=NN(CCC(=O)NCc3ccc4c(c3)OCO4)C(=O)CC2)cc1
  -6.6%	-5.4%	-3.6%	0.9%	1.7%	1.3%	22.4%[10 µM]	7.9%
- CNC1(c2nnnn2-c2c(C)cccc2C)CCOC(C)(C)C1 (configuration not stated)
  11.9%	7.6%	-2.1%	-0.3%	4.6%	-1.3%	16.3%[10 µM]	2.6%
- COc1ccccc1CNC(=O)CSc1ccc(-c2sc(-c3ccccc3)nc2C)nn1
  -22.0%	?	.	0.4%	5.0%	-3.2%	.	.
- CSc1nsc(N/N=C/c2ccccc2)c1C#N
  ?	?	-2.1%	-2.6%	4.3%	-2.1%	-48.0%[inhibitor]	.
- COc1cc(C(=O)N(Cc2ccc(F)cc2)Cc2ccco2)cc(OC)c1OC
  -3.8%	-4.1%	.	-5.2%	2.6%	-0.9%	.	.
- O=c1[nH]c(C2CCCCC2)nc2ccccc12
  -9.4%	-7.2%	-2.6%	1.1%	10.6%	-0.8%	4.3%[10 µM]	9.8%
- CCOc1ccc(C(=O)c2oc3ccccc3c2NC(=O)c2cc(=O)c3ccc(C)cc3o2)cc1
  -9.3%	-3.5%	.	7.1%	6.1%	8.4%	.	.
- COc1ccc(C(=O)N2c3ccccc3CC2C)cc1OC (configuration not stated)
  0.5%	4.4%	-10.9%	8.0%	-1.4%	0.3%	0.0%	.
- O=C(Oc1nsnc1N1CCOCC1)N1CCOCC1
  0.5%	-8.5%	0.1%	-3.7%	-0.6%	-2.8%	-23.1%	0.8%
- CCOC(=O)CCN(Cc1ccccc1)S(=O)(=O)c1csc(C(N)=O)c1
  -4.5%	9.8%	.	5.1%	-2.6%	0.2%	.	.
- N#CC1CC(c2ccccc2)=NN1c1ccccc1[N+](=O)[O-] (configuration not stated)
  ?	?	i	0.3%	-9.6%	-1.8%	-22.4%	-0.4%

# These rows are one share of the data; count on the stated rates, not on these rows.
